# High-throughput results as filed in PubChem.
# Bcl-B displacement: displacers of TR3 peptide from Bcl-B, primary screen, selectivity assay for Bfl-1 inhibitor project, biochemical, fluorescence polarization; FP displacement of FITC-TR3 peptide from Bcl-B; higher % means a stronger effect; displacement, % at 20 µM, or IC50 in µM where a hit was titrated; actives 0.11% (n = 96,000);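 active means displacement above 50% at 20 µM plus a fluorescence interference ratio under 1.5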;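 further: plate controls were wells without compound for no effect and wells lacking Bcl-B protein for full effect; a part of the inactive calls stands beside numbers as strong as those of hits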
# MRP resist rev: reverses drug resistance mediated by MRP. actives 0.04% (n = 85,000). AID 602. differential viability (reversal), % at 10 µM. H69AR cells + 2 uM doxorubicin, CellTiter-Glo, 72 h;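 active means viability drop by adding the cancer drug above about 55%, with treated viability meeting a 40% cutoff, limit read from the data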;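 further: viability without doxorubicin minus viability with 2 µM doxorubicin for each compound; larger differential means the compound sensitizes cells more to doxorubicin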
# IL1B NFkB inh: blocks IL-1B driven NFkB nuclear translocation in HUVEC cells; HUVEC IL-1B NFkB p65 nuclear translocation imaging; inhibition, % at 2 µM; actives 0.43% (n = 94,000); AID 796;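 active means inhibition above about 30% together with a positive call from visual inspection of the well image, limit read from the data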;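 further: nuclear over cytoplasmic p65 intensity ratio measured by imaging; 0% = IL-1B stimulated DMSO wells and 100% = unstimulated DMSO wells; values of inactives mirror those of a sister screen read the other way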
# NFkB transloc pot: enhances IL-1B driven NFkB nuclear translocation. HUVEC IL-1B NFkB p65 nuclear translocation imaging. actives 0.3% (n = 94,000). activation, % at 2 µM;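 active means activation above 40%, about the mean plus 3 SD, also judged a hit on visual image review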;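 further: percent activation is computed from the nuclear over cytoplasmic p65 intensity ratio; values of inactives mirror those of a sister screen read the other way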
# PLAP inhibitors HTS: PLAP enzyme inhibitors, biochemical, luminescence, HTS (AID 690). purified PLAP, luminescent substrate; higher % means a stronger effect. one-dose inhibition, % at 20 µM; IC50 in µM for titrated hits. actives 0.08% (n = 96,000); in the data active means a potency from the dose series; inactive means the rest, 99 in 100 with inhibition below about 30%; further: strong numbers were not always called active
# MRP resist rev cytotoxicity: also measured in MRP resist rev; calls as there; viability, %; H69AR cells, CellTiter-Glo, 72 h; measured here: cytotoxicity without doxorubicin
# MRP resist rev with doxorubicin: also measured in MRP resist rev; calls as there; viability, %; measured here: viability with 2 uM doxorubicin; stronger effect = lower value
# IL1B NFkB inh cell count 2 µM: recorded beside IL1B NFkB inh, whose call it bears; cell count; measured here: cells passing quality filter;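 raw number of nuclei counted in each imaged well without normalization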
# NFkB transloc pot cell count 2 µM: also measured in NFkB transloc pot; calls as there; cell count; measured here: cells passing quality filter
# An asterisk follows results filed as active; x = not tested or not shown. Only part of the results is shown; rates above refer to the full screens.
SMILES,Bcl-B displacement,MRP resist rev,MRP resist rev cytotoxicity,MRP resist rev with doxorubicin,IL1B NFkB inh,IL1B NFkB inh cell count 2 µM,NFkB transloc pot,NFkB transloc pot cell count 2 µM,PLAP inhibitors HTS
COc1cccc(C(=O)Oc2cc3c4c(c2)C(C)=CC(C)(C)N4C(=O)C3=O)c1,1%,x,x,x,-9,122,9,122,-12%
Cc1ccc(C(=O)C(OC(=O)CN2C(=O)c3ccccc3C2=O)c2ccccc2)cc1C (configuration not stated),0%,x,x,x,-15,186,15,186,-4%
CCN1CCN(C(=O)CN(c2ccccc2C)S(C)(=O)=O)CC1,-3%,4,99,95,8,120,-8,120,-29%
Cc1ccc(N(C=NC#N)CC(=O)N2CCN(c3ccccc3)CC2)cc1,-7%,7,94,87,7,87,-7,87,-51%
CSc1ccc(S(=O)(=O)NCc2ccc(Cl)cc2Cl)cc1,-3%,-5,85,89,10,172,-10,172,18%
Cc1ccc(CCN2CC(C(=O)N3CCN(c4ccc(F)cc4)CC3)CC2=O)cc1 (configuration not stated),-8%,1,87,85,2,165,-2,165,-26%
COc1ccc(OC)c(C2CC(=O)c3c([nH]c(C(=O)OC(C)C)c3C)C2)c1 (configuration not stated),2%,-27,28,55,27,96,-27,96,-6%
CCn1c(C2CC(=O)N(c3cc(C)cc(C)c3)C2)nc2ccccc21 (configuration not stated),-4%,18,105,87,x,x,x,x,-36%
CCCOC(=O)C1=C(C)NC2=C(C(=O)C(C(=O)OC)C(C)C2)C1c1ccc(N(CC)CC)cc1 (configuration not stated),x,-13,75,88,-16,91,16,91,x
Fc1ccc(Cn2nnnc2C(c2ccc(Cl)cc2)N2CCSCC2)cc1 (configuration not stated),0%,15,89,74,2,150,-2,150,-35%
Cc1cc(C)c(C#N)c(SCC(=O)c2ccc(Cl)cc2Cl)n1,3%,-12,84,96,1,176,-1,176,0%
Cc1c(C(=O)NCc2ccc(F)cc2)c(-c2ccccc2)nn1-c1ccccc1,-4%,x,x,x,-6,202,7,202,30%
O=C(COC(=O)c1cccs1)Nc1ccccc1,0%,-11,87,99,-1,134,1,134,12%
CC(C)CCNC(=O)CSc1nc2ccsc2c(=O)n1NC(=O)c1ccccc1,0%,7,87,80,-8,157,8,157,-6%
N#CC1=C(N)Oc2cc(O)ccc2C1c1cccs1 (configuration not stated),-53%,-19,67,86,-10,183,10,183,28%
O=C(NC1CCCC1)C(c1ccccc1)N(Cc1ccc2c(c1)OCO2)C(=O)Cc1cccs1 (configuration not stated),x,-5,46,51,8,128,-8,128,x
CN(C(=O)Cn1c(=O)n(CCCCC(=O)NC2CCCC2)c(=O)c2ccccc21)C1CCCCC1,x,14,84,70,8,113,-8,113,x
Cc1cc(C)n2cc(CSc3nnnn3-c3ccc(Cl)cc3)nc2n1,11%,12,101,89,9,143,-9,143,-44%
CCCCN1C(=O)N(C)C2NC(=O)NC21 (configuration not stated),8%,6,102,96,0,190,0,190,10%
CC1Cc2ccccc2N1C(=O)COc1nc2ccccc2nc1N1CCOCC1 (configuration not stated),-17%,-5,60,65,5,156,-5,156,-33%
CC1(C)CC(=O)C2=C(C1)N(N1CCOCC1)C(N)=C(C#N)C2c1cccnc1 (configuration not stated),-5%,x,x,x,-29,158,29,158,3%
Cc1ccc(C(=O)CC(C(=O)O)c2cn(CCC#N)c3ccccc23)cc1 (configuration not stated),3%,11,95,84,-5,177,5,177,-46%
CCOC(=O)N1CCN(C(=O)c2cn(CCOC)c(=O)c3c2c2ccccc2n3C)CC1,-6%,-6,71,77,-20,182,19,182,-50%
CCOC(=O)C1CCN(C(=O)C2c3ccccc3C(=O)N(C)C2c2ccc(OC)cc2)CC1 (configuration not stated),-9%,-3,69,72,-7,122,7,122,-45%
COc1ccc(-c2csc(C3=C(O)CN(Cc4ccc(S(N)(=O)=O)cc4)C3=N)n2)cc1OC,-7%,4,97,93,-12,115,12,115,2%
# (more compounds)
SMILES,Bcl-B displacement,MRP resist rev,MRP resist rev cytotoxicity,MRP resist rev with doxorubicin,IL1B NFkB inh,IL1B NFkB inh cell count 2 µM,NFkB transloc pot,NFkB transloc pot cell count 2 µM,PLAP inhibitors HTS
Cc1onc(-c2ccccc2Cl)c1C(=O)Nc1ccc(N2CCOCC2)cc1,0%,x,x,x,-6,156,6,156,-18%
O=C(CN1C2CCCC1CC(NC(=O)c1ccccc1)C2)Nc1nccs1 (configuration not stated),x,3,93,91,14,84,-14,84,x
CCCCOc1ccc(CNC(=O)NS(=O)(=O)c2ccc(OCC(C)C)cc2)cc1,44%,x,x,x,3,191,-3,191,-43%
CCN1CCC(=NNC(=O)CC23CC4CC(CC(C4)C2)C3)CC1,22%,x,x,x,-7,124,7,124,-20%
Cc1nc(S(=O)(=O)N(C)Cc2ccccc2)c(C#N)c(C)c1Cl,-2%,8,76,68,31*,108*,-31,108,18%
Cc1ccc(CNC(=O)CSCC(=O)O)cc1,-1%,-4,96,100,3,99,-3,99,6%
CC(SCc1ccccc1)C(=O)N/N=C/c1cc2c(cc1Br)OCO2 (configuration not stated),12%,x,x,x,-1,94,1,94,7%
O=C(NCCN1CCOCC1)c1ccc2c(c1)N(Cc1ccccc1)CCS2,2%,0,83,83,-2,193,2,193,-80%
Cc1cc2occ(CC(=O)Nc3nnc(C4CC4)s3)c2cc1C,-34%,x,x,x,-6,148,6,148,10%
CCN(CC)c1ccc(NC(=O)c2cccc(OC)c2)c(C)c1,2%,-26,19,45,-5,157,5,157,15%
CCOC(=O)C1CCCN(C(=O)c2cc(=O)c3ccccc3o2)C1 (configuration not stated),-12%,1,87,86,-4,152,4,152,-6%
Cn1c(=O)c2c(-c3ccncc3)c3c(nc2n(C)c1=O)-c1ccccc1C3=O,x,-4,88,91,-8,169,8,169,x
COC(=O)c1ccccc1NC(=O)CN1C(=O)C2CCCN2c2ncc(Cl)cc21 (configuration not stated),-62%,1,101,100,13,70,-13,70,-58%
CCOc1cc(/C=N/N=C(\N)c2nonc2N)cc(Br)c1OCc1cccc2ccccc12,5%,-4,13,17,-17,181,17,181,22%
Cc1c2cccn2cc[n+]1C,1%,x,x,x,10,162,-10,162,2%
CC(=O)N1CCc2cc(NS(=O)(=O)c3cccs3)ccc21,0%,1,89,88,-17,188,17,188,-8%
CN(Cc1ccc(-n2cccn2)cc1)C(=O)c1cnn2c1NC(c1ccco1)CC2C(F)(F)F (configuration not stated),-3%,-2,74,76,9,162,-9,162,-55%
CC1(C)CC(=O)C2=C(C1)Nc1ccccc1NC2c1ccccn1 (configuration not stated),-7%,1,94,93,x,x,x,x,-15%
CCCC1(C(=O)OCC)NC(c2ccc(N(C)C)cc2)C2C(=O)N(c3ccc(F)cc3)C(=O)C21 (configuration not stated),-4%,3,78,75,-1,143,1,143,-43%
CCOC(=O)C1CCCN(C(=O)c2cc3ncc(Br)cn3n2)C1 (configuration not stated),7%,13,98,85,-16,112,16,112,12%
CC(C)OC(=O)C(NC(=O)c1ccccc1)=C1CCCCC1,-13%,-5,101,107,-14,185,14,185,19%
COc1ccc(CCC(C)Nc2cccc(C)c2)cc1 (configuration not stated),-5%,x,x,x,-4,169,3,169,24%
CCOC(=O)Cn1c(=O)oc2cc(S(=O)(=O)NC(C)c3ccccc3)ccc21 (configuration not stated),11%,22,98,76,23,158,-23,158,25%
O=C(NCCCNC(=O)c1cccs1)c1cccs1,8%,-14,89,103,x,x,x,x,10%
COCCCNC(=S)NNC(=O)c1cccnc1,4%,6,97,91,-2,162,2,162,-174%

# Three compounds from above, sorted by the value under NFkB transloc pot cell count 2 µM, largest number first:
compound,Bcl-B displacement,NFkB transloc pot,NFkB transloc pot cell count 2 µM,PLAP inhibitors HTS
COc1ccc(CCC(C)Nc2cccc(C)c2)cc1 (configuration not stated),-5%,3,169,24%
Cc1onc(-c2ccccc2Cl)c1C(=O)Nc1ccc(N2CCOCC2)cc1,0%,6,156,-18%
Cc1ccc(CNC(=O)CSCC(=O)O)cc1,-1%,-3,99,6%

# The main list resumes, starting 4 compounds before the break.
SMILES,Bcl-B displacement,MRP resist rev,MRP resist rev cytotoxicity,MRP resist rev with doxorubicin,IL1B NFkB inh,IL1B NFkB inh cell count 2 µM,NFkB transloc pot,NFkB transloc pot cell count 2 µM,PLAP inhibitors HTS
COc1ccc(CCC(C)Nc2cccc(C)c2)cc1 (configuration not stated),-5%,x,x,x,-4,169,3,169,24%
CCOC(=O)Cn1c(=O)oc2cc(S(=O)(=O)NC(C)c3ccccc3)ccc21 (configuration not stated),11%,22,98,76,23,158,-23,158,25%
O=C(NCCCNC(=O)c1cccs1)c1cccs1,8%,-14,89,103,x,x,x,x,10%
COCCCNC(=S)NNC(=O)c1cccnc1,4%,6,97,91,-2,162,2,162,-174%
CNC(=S)NC1CC2CCCC(C1)N2Cc1ccco1 (configuration not stated),1%,x,x,x,-15,122,15,122,16%
CC(C)(C)c1ccc(OCC(=O)NCCN2CCCC2)cc1,11%,6,86,80,13,185,-13,185,3%
Cc1ccc(-c2ccccc2NC(=O)CCl)o1,-5%,0,0,0,-22,115,22,115,-6%
CCCOC(=O)c1ccc(NC(=O)CSC2=Nc3ccccc3C3CC=NN23)cc1 (configuration not stated),-15%,x,x,x,-10,168,10,168,-50%
O=[N+]([O-])c1ccc(/C=N/n2c(C3CCCCC3)n[nH]c2=S)cc1,-3%,x,x,x,2,205,-2,205,-4%
O=C(Nc1ccn(C2CC(OC(=O)c3ccccc3)C(CO)O2)c(=O)n1)c1ccccc1 (configuration not stated),-1%,2,101,99,11,77,-11,77,18%
N#CC1=C(N)N(c2ccccc2C#N)C2=C(C(=O)CCC2)C1c1ccsc1 (configuration not stated),11%,9,97,88,x,x,x,x,-18%
C#CCOc1c(Br)cc(/C=N/O)cc1OCC,3%,4,87,83,-11,145,11,145,-28%
O=C(O)c1ccc(NCc2ccncc2)cc1,4%,2,103,101,-3,155,3,155,-27%
CCOC(=O)C1CCN(C(=O)Nc2ccc(NC(=O)C3CCN(C(=O)OCC)CC3)cc2)CC1,-6%,3,103,99,x,x,x,x,-9%
COc1ccc(C2CC(c3ccccc3)n3nc(NC(=O)c4cccs4)nc3N2)cc1 (configuration not stated),-6%,-18,67,86,-7,125,7,125,-92%
COc1cc(NC(=O)Cn2ncc3c2-c2ccccc2OC3)cc(OC)c1OC,-2%,19,89,71,0,66,0,66,-66%
Cc1ccnc(SCCn2c(N3CCOCC3)nc3c2c(=O)[nH]c(=O)n3C)n1,x,19,100,81,-15,118,15,118,x
CCCS(=O)(=O)N1CCC(C(=O)NCCc2ccccc2)CC1,-2%,x,x,x,-12,128,12,128,11%
CCN(c1ccc(NC(=O)CN2C(=O)NC3(CCOc4ccccc43)C2=O)cc1)C(C)C (configuration not stated),-27%,x,x,x,-37,187,37,187,-69%
CCOc1cc(C)nc(N2CCCC(C(=O)NCc3ccccc3F)C2)n1 (configuration not stated),5%,-20,60,80,-2,141,2,141,-34%
S=C(Nc1ccc(Cl)cc1)N1CCOCC1,x,x,x,x,6,157,-6,157,x
Nc1nc(NCc2ccco2)nn1-c1ccccc1,-6%,10,102,91,6,77,-6,77,12%
COCCCn1c(-c2ccc(Cl)cc2)n[nH]c1=S,-8%,-6,84,90,-2,211,2,211,-82%
O=C(O)CCN(CCC(=O)O)c1ccccc1,-2%,-4,108,112,-3,180,3,180,-24%

# 4 consecutive entries from above, quoted:
SMILES,Bcl-B displacement,MRP resist rev,MRP resist rev cytotoxicity,MRP resist rev with doxorubicin,IL1B NFkB inh,IL1B NFkB inh cell count 2 µM,NFkB transloc pot,NFkB transloc pot cell count 2 µM,PLAP inhibitors HTS
S=C(Nc1ccc(Cl)cc1)N1CCOCC1,x,x,x,x,6,157,-6,157,x
Nc1nc(NCc2ccco2)nn1-c1ccccc1,-6%,10,102,91,6,77,-6,77,12%
COCCCn1c(-c2ccc(Cl)cc2)n[nH]c1=S,-8%,-6,84,90,-2,211,2,211,-82%
O=C(O)CCN(CCC(=O)O)c1ccccc1,-2%,-4,108,112,-3,180,3,180,-24%
